ANO1 block – inhibitors of mouse TMEM16A calcium-activated chloride channel; normalized B-score (activity score, 25-100; higher = stronger inhibition) at 10 µM; AID 588511; Q8BHY3; HEK293 TMEM16A/YFP iodide influx fluorescence, ionomycin; actives 1.2% (n = 310,000);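 active = ratio plate-corrected score three or more library SD toward inhibition, starting fluorescence score within five deviations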;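 also: score derived from kinetic fluorescence span divided by baseline fluorescence per well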
TRPC4 PAM – allosterically enhances the mouse TRPC4 cation channel | HEK293 TRPC4beta/mu-opioid, DAMGO EC20, Fluo-4 Ca2+ flux; stronger effect = higher value | AID 2227 | actives 0.42% (n = 310,000) | B-score at 10 µM | Q9QUQ5;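 active = B-score of calcium response area above 5 SD of library B-scores, with initial fluorescence ratio within 5 SD of library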;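 also: B-score of integrated fluorescence ratio over time as area under calcium response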
Target sequence (Q9QUQ5 whole entry, looked up): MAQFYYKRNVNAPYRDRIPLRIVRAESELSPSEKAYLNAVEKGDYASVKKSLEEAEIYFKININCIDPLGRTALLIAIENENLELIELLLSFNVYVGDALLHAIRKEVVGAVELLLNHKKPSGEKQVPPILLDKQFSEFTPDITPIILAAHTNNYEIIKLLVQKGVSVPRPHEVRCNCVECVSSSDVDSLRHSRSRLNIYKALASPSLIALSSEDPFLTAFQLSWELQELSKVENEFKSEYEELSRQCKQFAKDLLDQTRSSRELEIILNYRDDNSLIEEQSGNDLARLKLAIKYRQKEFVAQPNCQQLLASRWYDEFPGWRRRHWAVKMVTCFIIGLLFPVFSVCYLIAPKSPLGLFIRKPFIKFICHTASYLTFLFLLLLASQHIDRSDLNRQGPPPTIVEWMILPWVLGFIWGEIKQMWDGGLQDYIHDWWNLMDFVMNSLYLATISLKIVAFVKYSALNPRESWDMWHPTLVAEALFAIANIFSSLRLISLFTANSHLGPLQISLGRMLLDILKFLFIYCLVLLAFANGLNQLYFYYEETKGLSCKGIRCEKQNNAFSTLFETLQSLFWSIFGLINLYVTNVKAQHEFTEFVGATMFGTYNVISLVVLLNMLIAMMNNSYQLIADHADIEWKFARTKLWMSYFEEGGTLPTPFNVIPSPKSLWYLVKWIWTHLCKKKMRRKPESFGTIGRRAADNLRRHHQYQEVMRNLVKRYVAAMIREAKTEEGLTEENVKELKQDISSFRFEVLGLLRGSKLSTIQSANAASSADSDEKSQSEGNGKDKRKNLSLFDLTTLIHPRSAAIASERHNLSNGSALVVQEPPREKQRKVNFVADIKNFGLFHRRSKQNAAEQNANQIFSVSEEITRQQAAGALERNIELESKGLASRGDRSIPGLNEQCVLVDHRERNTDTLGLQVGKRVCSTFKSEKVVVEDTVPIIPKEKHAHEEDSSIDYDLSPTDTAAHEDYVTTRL
ANO1 activ – activates or potentiates the mouse TMEM16A chloride channel; B-score at 10 µM; HEK293 TMEM16A/YFP-H148Q/I152L, iodide quench fluorescence; stronger effect = lower value; actives 0.3% (n = 340,000); Q8BHY3;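 active = fluorescence-ratio B-score plate-corrected deviation score at least 3 library SD below zero, with starting fluorescence score within 5 deviations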;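 also: channel opened by trigger with iodide after compound preincubation; score built on the fluorescence ratio of max minus min over baseline; more negative score means more quench and so TMEM16A activation or potentiation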
TRPC4 act – activators of mouse TRPC4 channel. AID 2237. Q9QUQ5. actives 0.49% (n = 310,000). HEK293 TRPC4beta/mu-opioid, Fluo4 calcium fluorescence; stronger effect = higher value. B-score at 10 µM;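 active = B-score above 5 SD of library B-scores, and initial fluorescence ratio not above library mean plus 5 SD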;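 also: positive B-score marks a calcium rise read as TRPC4 activation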
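Incubation: 45 min room-temperature Fluo4 loading, 110 s read / System: HEK293 cells stably co-expressing mouse TRPC4beta and mu-opioid receptor / Signal: Fluo4 fluorescence, kinetic / Control set: buffer (low) and maximal DAMGO (high) / Measure: integrated baseline-normalised fluorescence ratio, converted to per-well B score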
KCNQ1 block – blocks the human KCNQ1 potassium channel | CHO-K1 KCNQ1, FluxOR thallium flux fluorescence; stronger effect = higher value | AID 2642 | actives 1.3% (n = 310,000) | B-score at 10 µM | P51787;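 active = compounds whose thallium flux B-score, printed positive for inhibition, exceeds three library SD while starting fluorescence stays within three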;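 also: channel opened by potassium depolarization with thallium stimulus after 20 min compound exposure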
Dyrk1A ADPGlo – blocks rat Dyrk1A kinase activity; Q63470; ADP-Glo luminescence, NFATc1 peptide; inhibition, % at 12.5 µM; actives 0.43% (n = 310,000); AID 504441; in the data active = inhibition above about 50%;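 also: plate controls were vehicle with enzyme for no effect and no enzyme for full effect; many of its hits are not listed in these tables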
hERG protect – hERG (human) protection from proarrhythmic block | Q12809 | CHO-hERG, FluxOR thallium flux, dofetilide IC70 present | activation (rescue from dofetilide block), less the hit threshold, % at 10 µM | actives 0.51% (n = 310,000);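 active = activation above the mean of controls blocked by dofetilide plus 5 SD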;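 also: thallium influx through hERG after potassium depolarization seen as dye fluorescence rise; in these data hits start at about 4.7%; inactives centre near -7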
KCNK3 block – human KCNK3 channel inhibition, primary screen; O14649; CHO-KCNK3 thallium flux, FluxOR fluorescence; stronger effect = lower value; AID 602410; actives 0.84% (n = 340,000); B-score at 10 µM;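 active = B-score under library mean minus 4 SD, starting fluorescence ratio at most library mean plus 5 SD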;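 also: more negative B-score means stronger inhibition of thallium flux through KCNK3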
KCNQ1 pot – potentiates or activates the human KCNQ1 potassium channel. actives 0.35% (n = 310,000). B-score at 10 µM. P51787. CHO-K1 KCNQ1, thallium flux FluxOR fluorescence; stronger effect = higher value. AID 2648;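 active = fluorescence ratio B-score, a plate-corrected score, at least three library SD, with initial intensity B-score within 5 SD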
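Assay system: CHO-K1 cells stably expressing KCNQ1. Medium: assay buffer for compound exposure, DMSO matched across wells. Timing: 37 °C overnight plating, 90-min dark dye load, 20-min compound pretreatment. Signal: kinetic FluxOR fluorescence, 10 s baseline plus 110 s post-stimulus.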
HDAC3 inhib – blocks human histone deacetylase 3; inhibition, % at 8.3 µM; actives 0.15% (n = 320,000); AID 2718; recombinant HDAC3, fluorogenic peptide/trypsin coupled, fluorescence; O15379; in the data active = inhibition above about 26%, passing the limit was not always enough; inconclusive = no clear call, values can overlap the other calls
KCNK9 block – inhibitors of human KCNK9 two-pore domain potassium channel; B-score at 10 µM; actives 1.2% (n = 310,000); Q9NPC2; HEK293 KCNK9, FluxOR thallium flux fluorescence; stronger effect = lower value;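 active = ratio B-score over 3 SD below the library mean, with starting fluorescence within 5 SD of its mean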;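 also: negative B-score means less thallium flux so channel inhibition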
The depositor's hits bear a star; i = inactive; ? = inconclusive; / = no result given. These rows are one share of the data; rates above refer to the full screens.

SMILES | ANO1 block | TRPC4 PAM | ANO1 activ | TRPC4 act | KCNQ1 block | Dyrk1A ADPGlo | hERG protect | KCNK3 block | KCNQ1 pot | HDAC3 inhib | KCNK9 block
Cn1c(=O)c2c(nc(N3CCOCC3)n2C/C=C/c2ccccc2)n(C)c1=O | i | i | i | i | i | / | -10.8 | i | i | 2.6 | i
COC(=O)c1ccccc1NC(=O)CSc1[nH]c(=O)cc(C)c1C#N | i | i | i | i | i | -0.2 | -8.5 | i | i | 1.3 | i
CC(c1ccccc1)C1NC(C(=O)O)CS1 (stereo not drawn) | i | i | i | i | i | -8.7 | -1.0 | i | i | -2.1 | i
CCOc1ccc(CCNC(=O)COC(=O)c2cccnc2SC)cc1OCC | i | i | i | i | i | -4.6 | -6.9 | i | i | 1.9 | i
Brc1ccc(OCCCCCN2CCOCC2)cc1 | i | i | i | i | i | -4.1 | -10.0 | i | i | -2.8 | i
COc1ccc(COn2nnc3ccc(S(=O)(=O)N4CCOCC4)cc32)cc1F | i | i | i | i | i | 0.4 | -10.9 | i | i | -0.3 | i
CC1CCN(Cc2nnnn2CCCC(=O)NCCN2CCOCC2)CC1 | i | i | i | i | i | 6.1 | -12.3 | i | i | 0.3 | i
Brc1ccccc1-n1nnc(-c2cccnc2)n1 | i | i | i | i | i | -2.3 | -7.1 | i | i | -1.2 | i
CC(C)[C@@H](C(=O)NCC1CCCO1)N1C(=O)N2CCc3c([nH]c4ccccc34)[C@@]2(C)C1=O (stereo partly drawn) | i | i | i | i | i | -2.4 | -3.9 | i | i | 7.0 | i
CCN(CC(=O)N1CCN(Cc2ccccc2)CC1)S(=O)(=O)c1ccc(C)cc1 | i | i | i | i | i | -0.1 | -4.3 | i | i | -2.4 | i
N/C(Cc1ccc(Cl)cc1Cl)=N\OC(=O)Cc1cccs1 | i | i | i | i | i | 5.6 | -5.2 | i | i | / | i
O=C(NCCCO)C(=O)Nc1ccc2c(c1)N(S(=O)(=O)c1cccs1)CCC2 | i | i | i | i | i | -7.2 | -11.5 | i | i | -1.6 | i
Cc1ccc(C)c(NC(=O)c2ccc[n+](Cc3ccc([N+](=O)[O-])cc3)c2)c1 | i | i | i | i | i | 16.2 | -5.7 | i | i | 0.2 | i
CC(C)c1nc(Cl)c(C#N)c2c1CSC(C)(C)C2 | i | i | i | i | i | -1.4 | -11.7 | i | i | 1.7 | i
O=C(Nc1ccc(N2CCCC2)c(S(=O)(=O)Nc2cccc(C(F)(F)F)c2)c1)c1cccs1 | i | i | i | i | i | -5.4 | -7.8 | i | i | 3.6 | -6.98*
CC(NCc1ccc2c(c1)OCO2)C(=O)N1CCc2ccccc21 (stereo not drawn) | i | i | i | i | i | 5.1 | -10.3 | i | i | 2.2 | i
CCCCCCCCCC[n+]1cccc(C(=O)N(CC)CC)c1 | i | i | i | i | i | 12.6 | -3.6 | i | i | 5.6 | i
CCOc1cc(C(=O)N2CCCC2)cc(OCC)c1OCC | i | i | i | i | i | -4.2 | -5.8 | i | i | -4.3 | i
CCc1cc2c3c([nH]c2cc1S(=O)(=O)N1CCC2(CC1)OCCO2)CCCC3=O | i | i | i | i | i | -2.5 | -6.8 | i | i | 7.0 | i
Cc1ccc(N2C(=O)[C@@H]3C(C(=O)CN4C(=O)c5ccccc5C4=O)=NN[C@@H]3C2=O)c(C)c1 | i | i | i | i | i | / | -6.8 | i | i | -1.7 | i
O=C(CSCc1ccccc1Br)NC1CC1 | i | i | i | i | i | -2.2 | -9.3 | i | i | 1.3 | i
O=C1CC(N2CCCCCC2)C(=O)N1c1ccc2c(c1)OCO2 (stereo not drawn) | i | i | i | i | i | -1.7 | -3.2 | i | i | 1.5 | i
CC(OC(=O)CNC(=O)COc1ccccc1)C(=O)N(C)Cc1ccccc1 (stereo not drawn) | i | i | i | i | i | 3.5 | -20.4 | i | i | -0.8 | i
Cn1c(Cc2nc3ccccc3n2C)nc2ccccc21 | i | i | i | i | i | -4.3 | -5.6 | i | i | 3.2 | i
COc1ccc(C(=O)Nc2ccc(Cl)cc2C(=O)N2CCOCC2)cc1 | i | i | i | i | i | / | -5.6 | i | i | 9.6 | i
NS(=O)(=O)c1ccc(NC(=O)CSc2nc3ccccc3n2-c2ccccc2)cc1 | i | i | i | i | i | -0.6 | 1.8 | i | i | 1.6 | i
N#CCc1c(C#N)c(N)nc(N2CCOCC2)c1C#N | i | i | i | i | i | 5.4 | -4.2 | i | i | -2.5 | i
COc1ccc(CN2CCOCCOCCOCC2)cc1 | i | i | i | i | i | 11.4 | -8.1 | i | i | -6.6 | i
CC(C)N(C(=O)Cn1c(SCC(=O)NC2CC2)nc2ccccc21)C(C)C | i | i | i | i | i | 0.9 | -8.0 | i | i | 1.5 | i
Cc1ccc(CNC(=O)C2CCC(=O)N(CCc3cccc(F)c3)C2)s1 (stereo not drawn) | / | i | i | i | i | -2.5 | -5.4 | i | i | / | i
COc1ccc(C(=O)O/N=C(/c2ccccc2)c2ccncc2)cc1 | i | i | i | i | i | -4.7 | -15.2 | i | i | 44.4* | i
CCc1ccc2oc(-c3cc(N)ccc3Cl)nc2c1 | i | i | / | i | i | 19.0 | -0.2 | i | i | 13.7 | i
CCOCC(=O)Nc1nnc(SCCOC)s1 | i | i | i | i | i | -0.6 | -11.9 | i | i | 16.3 | i
CC1CCCCC1NC(=O)CC1Oc2ccccc2NC1=O (stereo not drawn) | i | i | i | i | i | -5.4 | -0.3 | i | i | -7.5 | i
Cc1nnsc1C(=O)NNC(=O)c1ccc(C(F)(F)F)cc1 | i | i | i | i | i | -2.4 | -6.0 | i | i | -3.3 | i
CCC1C(=O)C(C)(C)C(=O)OC1c1ccc([N+](=O)[O-])cc1 (stereo not drawn) | i | i | i | i | i | -5.5 | -7.1 | i | i | -1.1 | i
CSc1cccc(CN2CCCC(CNC(=O)c3ccco3)C2)c1 (stereo not drawn) | i | i | i | i | i | -3.3 | -4.7 | i | i | 4.6 | i
CCOC(=O)CNC(=O)N1CCCC(C(=O)c2cc(C)c(OC)c(C)c2)C1 (stereo not drawn) | i | i | i | i | i | -0.9 | -0.2 | i | i | -2.2 | i
CC(=O)Nc1cccc(/C(C)=N/N2C(C)CCCC2C)c1 (stereo not drawn) | i | i | i | i | i | 5.9 | -0.5 | i | i | -2.1 | i
CCc1nc2oc3ccccc3c(=O)c2c(=O)n1Cc1ccccc1 | i | i | i | i | i | 5.4 | -9.6 | i | i | / | i
O=C1CCN(Cc2ccccc2)CCN1[C@H](CO)c1ccccc1 | i | i | i | i | i | 4.1 | -4.1 | i | i | -6.0 | i
CCc1noc(C)c1C(=O)Nc1ccccc1C(C)(C)C | i | i | i | i | i | 6.1 | -7.7 | i | i | 0.8 | i
O=C1C(=O)N(CCN2CCOCC2)C(c2ccc(Cl)cc2)/C1=C(/O)c1ccc(S(=O)(=O)N2CCOCC2)cc1 (stereo not drawn) | i | i | i | i | i | -0.9 | -4.8 | i | i | -2.0 | i
CC(C)(C)NC(=O)CN(C(=O)CCN1CCCc2ccccc21)C(C)(C)C | i | i | i | i | i | -1.4 | -5.9 | i | i | -0.9 | i
Cc1cccc2nc(CSc3nc4ccccc4o3)cn12 | i | i | i | i | i | -1.1 | -9.3 | i | i | 1.2 | i
CN(C)C1C(=O)c2ccccc2C1=O | i | i | i | i | i | -6.7 | -5.1 | i | i | -3.6 | i
COCCn1c(CCc2ccccc2)n[nH]c1=S | i | i | i | i | i | 1.0 | -5.3 | i | i | 2.9 | i
NC(=O)c1ccccc1NC(=O)c1ccccc1F | i | i | i | i | i | 29.4 | -2.5 | i | i | -2.6 | i
O=C(Nc1ncc([N+](=O)[O-])s1)c1ccccc1Br | 100* | i | i | i | 8* | 1.6 | -13.3 | i | i | 5.4 | i
C=CCNCCCOc1ccc(Cl)cc1C(C)(C)C | i | i | i | i | i | 2.8 | -19.9 | i | i | ? | i

Carrying on.
SMILES | ANO1 block | TRPC4 PAM | ANO1 activ | TRPC4 act | KCNQ1 block | Dyrk1A ADPGlo | hERG protect | KCNK3 block | KCNQ1 pot | HDAC3 inhib | KCNK9 block
CCN(C(=O)COC(=O)CNC(=O)C12CC3CC(CC(C3)C1)C2)C1CCS(=O)(=O)C1 (stereo not drawn) | i | i | i | i | i | -4.0 | -5.4 | i | i | -7.4 | i
COc1ccc(OC)c(S(=O)(=O)NC2CC(=O)N(c3cccc(F)c3)C2)c1 (stereo not drawn) | i | i | i | i | i | -3.4 | -15.2 | i | i | 0.5 | i
CCC(c1nnnn1C1CCCC1)N1CCC(C(N)=O)CC1 (stereo not drawn) | i | i | i | i | i | 3.5 | -3.4 | i | i | -0.5 | i
CNc1ncc(-c2nnnn2-c2ccccc2)c(-c2ccccc2)n1 | i | i | i | i | i | -1.7 | -13.5 | i | i | 1.0 | i
COc1cc(C(=O)Nc2cccc(-n3cnnn3)c2)cc(Cl)c1OC | i | i | i | i | i | 18.8 | -8.6 | i | i | -2.4 | i
NC(=O)C1=C[C@@H](c2coc3ccccc3c2=O)C[C@@H](OCCCCO)O1 | i | i | i | i | i | -1.5 | -10.1 | i | i | -7.3 | i
O=C(CNC(=S)N(CCCN1CCOCC1)Cc1cccs1)NCc1ccc(Cl)cc1 | i | i | i | i | i | 0.3 | -9.1 | i | i | -7.2 | i
Cc1cccc(CSC2=CS(=O)(=O)c3ccccc3N2)c1 | i | i | i | i | i | -0.1 | -7.2 | i | i | -0.5 | i
CCOC(=O)CNC(=O)CSc1nc(-c2ccc(OC)cc2)ns1 | i | i | i | i | i | / | -15.6 | i | i | 7.6 | i
O=C(O)c1c[nH]c(=O)c2ccccc12 | i | i | i | i | i | -2.5 | 0.0 | i | i | 1.0 | i
CCOCCc1nnc(NC(=O)Cc2ccc(Br)cc2)s1 | i | i | i | i | i | 0.1 | -11.0 | i | i | -11.6 | i
C/C(=N\NC(=O)c1cccc(Br)c1)c1cccc(NC(=O)c2ccc(C)o2)c1 | i | i | i | i | i | 2.1 | -11.6 | i | i | 2.5 | i
O=C(O)CCCC(=O)N(Cc1ccccc1)Cc1ccccc1 | i | i | i | i | i | -2.2 | -18.1 | i | i | 5.0 | i
